CRFR2-BP ag: agonists of human CRF-binding protein/CRF-R2 receptor complex. HEK293 CRF-R2/CRF-BP, calcium dye fluorescence (FLIPR); percent of saturating CRF peptide response. activation, % at 13.2 µM. actives 0.46% (n = 350,000). AID 588473;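 active = activation of at least 50%, plus an integration ratio under a set limit after plate pattern correction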;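 note: plate controls were neutral control wells without compound for no effect and CRF at EC100 for full effect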
CHRM4 agonist: agonists of human muscarinic M4 receptor (CHRM4) | CHO-K1 hM4/Gqi5, Fluo-8 calcium fluorescence; vehicle 0%, full acetylcholine response 100% | activation, % at 3 µM | actives 0.14% (n = 360,000) | P08173;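 active = activation above the run mean over all test wells plus 3 SD, cut at about 32% in these data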;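 note: peak over basal fluorescence ratio per well then scaled between controls; 0% = DMSO wells and 100% = acetylcholine at EC100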
CHRM5 agonist: CHRM5 agonism in calcium assay; P08912; CHO-K1 hM5 cells, Fluo-8 calcium fluorescence; 0% DMSO wells, 100% maximal acetylcholine response; activation, % at 3 µM; actives 0.19% (n = 360,000); AID 624037;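 active = activation above the run's mean over test compounds plus 3 SD, cut at about 23% in these data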;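 note: signal is peak over basal fluorescence ratio across the kinetic read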
CHRM4 PAM: CHRM4 positive allosteric modulation. P08173. CHO-K1 hM4/Gqi5, Fluo-8 calcium fluorescence, ACh EC20; 0% = ACh EC20, 100% = maximal ACh. activation, % at 3 µM. actives 0.4% (n = 360,000);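 active = activation above its plate's cutoff, the mean activation of sample wells plus 3 SD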; note: some results filed as inactive read as strong as hits
M5 PAM: potentiates acetylcholine response at human M5 receptor | CHO-K1 hM5, Fluo-8 calcium, ACh EC20 PAM; 0% = ACh EC20, 100% = ACh EC100 | activation, % at 3 µM | actives 0.3% (n = 360,000) | AID 624038;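 active = activation above the run cutoff, the mean activation of all test compounds plus 3 SD, cut at about 18% in these data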
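Probe or stimulus: acetylcholine, EC20 level; Assay system: human M5 receptor in CHO-K1 cells; Schedule: compound preincubation 140 s before EC20 acetylcholine addition; Technique: intracellular calcium via Fluo-8 fluorescence; Dosing: single-point, 3 µM nominal; Read-out basis: percent activation from peak-over-basal fluorescence ratio, scaled EC20-to-EC100 acetylcholine; Repeats: one well per compound, no replicates.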
M5 antag: antagonists of human muscarinic M5 receptor (CHRM5); AID 624040; actives 0.59% (n = 360,000); P08912; inhibition, % at 3 µM; CHO-hM5 cells, Fluo-8 calcium fluorescence, ACh EC80;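 active = inhibition above a per-plate cutoff, the mean of that plate's test compounds plus 3 SD, cut at about 27% in these data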;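 note: 0% = acetylcholine EC80 with DMSO and 100% = DMSO without agonist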
IDE inh: inhibits human insulin-degrading enzyme in HEK cells | P14735 | FAbetaB cleavage, fluorescence polarization | inhibition, % at 5.59 µM | actives 0.41% (n = 320,000);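 active = percent inhibition above the average of all tested compounds plus 3 SD, set per screening campaign, cut at about 16% in these data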;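 note: IDE supplied by intact live HEK cells; FP after avidin binding of uncleaved biotin substrate so inhibition keeps polarization high; 0% = DMSO wells and 100% = 60 µM reference IDE inhibitor Ii1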
Target sequence (P14735 whole entry, looked up): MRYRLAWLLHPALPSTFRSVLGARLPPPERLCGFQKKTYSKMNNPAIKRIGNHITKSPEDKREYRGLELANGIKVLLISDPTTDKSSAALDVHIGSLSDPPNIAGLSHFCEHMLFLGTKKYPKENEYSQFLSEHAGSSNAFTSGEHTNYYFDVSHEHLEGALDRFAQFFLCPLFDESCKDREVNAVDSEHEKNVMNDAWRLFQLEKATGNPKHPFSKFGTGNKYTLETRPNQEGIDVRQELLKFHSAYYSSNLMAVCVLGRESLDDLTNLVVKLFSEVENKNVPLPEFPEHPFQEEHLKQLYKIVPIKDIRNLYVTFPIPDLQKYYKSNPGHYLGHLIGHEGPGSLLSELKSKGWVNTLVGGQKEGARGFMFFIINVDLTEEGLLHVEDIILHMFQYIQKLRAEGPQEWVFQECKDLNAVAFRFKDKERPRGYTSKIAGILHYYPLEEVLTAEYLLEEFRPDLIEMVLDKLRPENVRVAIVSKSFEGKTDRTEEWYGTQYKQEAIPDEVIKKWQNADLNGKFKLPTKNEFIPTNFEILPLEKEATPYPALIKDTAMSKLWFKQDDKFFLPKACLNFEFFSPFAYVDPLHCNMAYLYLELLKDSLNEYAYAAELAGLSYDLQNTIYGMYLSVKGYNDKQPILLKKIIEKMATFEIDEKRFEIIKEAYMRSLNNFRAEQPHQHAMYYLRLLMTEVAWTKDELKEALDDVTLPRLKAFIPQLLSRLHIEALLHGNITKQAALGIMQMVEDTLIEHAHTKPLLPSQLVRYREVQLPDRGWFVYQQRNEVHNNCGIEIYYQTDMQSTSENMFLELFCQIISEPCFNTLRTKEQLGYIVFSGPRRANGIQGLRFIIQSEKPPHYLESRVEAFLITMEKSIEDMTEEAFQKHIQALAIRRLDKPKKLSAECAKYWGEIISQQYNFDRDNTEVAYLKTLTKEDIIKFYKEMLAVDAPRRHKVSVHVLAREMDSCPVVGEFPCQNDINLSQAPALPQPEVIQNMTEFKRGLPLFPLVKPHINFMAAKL
CRFBP-R2 block: antagonists of CRF-binding protein/CRF-R2 receptor complex; HEK293 CRF-R2/CRF-BP, CRF-induced calcium fluorescence; inhibition, % at 11.8 µM; actives 0.59% (n = 350,000);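 active = inhibition of the ligand-induced calcium signal above about 50% at the single tested concentration, limit read from the data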
M4 antag: blocks acetylcholine activation of human M4 receptor; P08173; CHO-hM4 cells, ACh EC80, Fluo-8 calcium fluorescence; inhibition, % at 3 µM; actives 0.73% (n = 360,000);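 active = inhibition above its plate's cutoff, the mean inhibition of sample wells plus 3 SD, cut at about 27% in these data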;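 note: 0% = acetylcholine EC80 with DMSO and 100% = DMSO without agonist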
* hit, by the source's call. This is a subset; the hit share may differ from the screen's.

How did O=C(c1cc2c(s1)CCCC2)N1CCC2(CC1)OCCO2 do in these assays?
CRFR2-BP ag: -1.7; CHRM4 agonist: 0; CHRM5 agonist: 1; CHRM4 PAM: 0; M5 PAM: -7; M5 antag: 8; IDE inh: -3; CRFBP-R2 block: -14; M4 antag: 9

What do the screens show for `CC(C)N(C(=O)CCl)c1ccccc1`?
CRFR2-BP ag: 0.2; CHRM4 agonist: 0; CHRM5 agonist: -1; CHRM4 PAM: -7; M5 PAM: -14; M5 antag: 9; CRFBP-R2 block: 2; M4 antag: 4

How did CCOP(=S)(OCC)Oc1cc(C)oc(=O)c1Cl do in these assays?
CRFR2-BP ag: -3.8; CHRM4 agonist: 1; CHRM5 agonist: -1; CHRM4 PAM: 6; M5 PAM: 0; M5 antag: 5; IDE inh: 1; CRFBP-R2 block: 20; M4 antag: 8

How did CCc1ccc(-c2nn(Cc3ccccc3)cc2C=O)cc1 do in these assays?
CRFR2-BP ag: 1.3; CHRM4 agonist: -1; CHRM5 agonist: -3; CHRM4 PAM: -4; M5 PAM: 3; M5 antag: -4; IDE inh: 9; CRFBP-R2 block: -5; M4 antag: 11

Results for C[C@@H](N)Cc1cnc[nH]1 ?
CRFR2-BP ag: -0.8; CHRM4 agonist: 0; CHRM5 agonist: 0; CHRM4 PAM: 3; M5 PAM: 0; M5 antag: -2; IDE inh: 1; CRFBP-R2 block: -10; M4 antag: -6

How did COc1ccc(OC)c([C@@H](O)[C@H](C)NC(C)(C)C)c1 do in these assays?
CRFR2-BP ag: -0.7; CHRM4 agonist: 0; CHRM5 agonist: -1; CHRM4 PAM: -15; M5 PAM: -19; M5 antag: 24; IDE inh: 9; CRFBP-R2 block: -14; M4 antag: 51*

How did Clc1ccc(C(c2ccc(Cl)cc2)n2cc[n+](CC(OCc3ccc(Cl)cc3Cl)c3ccc(Cl)cc3Cl)c2)cc1 (stereo not drawn) do in these assays?
CRFR2-BP ag: -0.1; CHRM4 agonist: 1; CHRM5 agonist: -2; CHRM4 PAM: -5; M5 PAM: -12; M5 antag: 16; IDE inh: -5; CRFBP-R2 block: 23; M4 antag: 1

Results for Cc1ccc(-n2c(O)c(C=Nc3ccccc3N)c(=O)[nH]c2=O)cc1C ?
CRFR2-BP ag: -1.0; CHRM4 agonist: 1; CHRM5 agonist: 0; CHRM4 PAM: 1; M5 PAM: -3; M5 antag: 5; IDE inh: 5; CRFBP-R2 block: 0; M4 antag: -9

What do the screens show for `CC(C)CC(NC(=O)C1CCCCC1)C(=O)N1CCC2(CC1)OCCO2` (stereo not drawn)?
CRFR2-BP ag: -0.6; CHRM4 agonist: 0; CHRM5 agonist: 0; CHRM4 PAM: -1; M5 PAM: 0; M5 antag: 0; IDE inh: 0; CRFBP-R2 block: -8; M4 antag: 3

Results for CCC12CN3CCN(CC(C3)/C1=N\O)C2 ?
CRFR2-BP ag: -1.4; CHRM4 agonist: 1; CHRM5 agonist: -3; CHRM4 PAM: 9; M5 PAM: 9; M5 antag: 6; IDE inh: 1; CRFBP-R2 block: 10; M4 antag: -11

How did O=C(COc1ccc(Cl)cc1)NCCc1cnc[nH]1 do in these assays?
CRFR2-BP ag: -0.4; CHRM4 agonist: 0; CHRM5 agonist: -6; CHRM4 PAM: 9; M5 PAM: -2; M5 antag: 10; CRFBP-R2 block: 7; M4 antag: -13

How did CCN1C[C@]2(CO)CC[C@H](OC)[C@@]34C5C[C@H]6[C@H](OC)C5[C@](O)(C[C@H]6OC)[C@@](O)(C(OC)C23)[C@@H]14 (stereo partly drawn) do in these assays?
CRFR2-BP ag: -1.4; CHRM4 agonist: 1; CHRM5 agonist: 0; CHRM4 PAM: -3; M5 PAM: 0; M5 antag: 4; IDE inh: -2; CRFBP-R2 block: 8; M4 antag: 5

How did COc1ccc(-n2nnnc2C(c2cccc3ccccc23)N2CCC(n3c(=O)[nH]c4ccccc43)CC2)cc1 (stereo not drawn) do in these assays?
CHRM4 agonist: 7; CHRM5 agonist: 9; CHRM4 PAM: -13; M5 PAM: -3; M5 antag: 3; M4 antag: 20

How did O=c1[nH]c(=O)n(-c2ccccc2)c(O)c1N=Nc1ccc(Br)cc1 do in these assays?
CRFR2-BP ag: -2.7; CHRM4 agonist: 1; CHRM5 agonist: 0; CHRM4 PAM: -1; M5 PAM: -1; M5 antag: 10; IDE inh: 6; CRFBP-R2 block: -8; M4 antag: -2

What do the screens show for `COc1ccccc1OCC(=O)Nc1ccc(Cl)cc1C(=O)c1ccccc1`?
CRFR2-BP ag: -0.1; CHRM4 agonist: -1; CHRM5 agonist: -2; CHRM4 PAM: -6; M5 PAM: -3; M5 antag: -12; IDE inh: 0; CRFBP-R2 block: -5; M4 antag: 4

How did CCCCCP(=O)(O)c1ccccc1 do in these assays?
CRFR2-BP ag: -1.0; CHRM4 agonist: 1; CHRM5 agonist: 4; CHRM4 PAM: 1; M5 PAM: 0; M5 antag: -3; IDE inh: -2; CRFBP-R2 block: -2; M4 antag: 5

How did N#C/C(=C\c1ccc(O)cc1)C(=O)O (tested in a mixture with another compound) do in these assays?
CRFR2-BP ag: 2.2; CHRM4 agonist: 1; CHRM5 agonist: 3; CHRM4 PAM: -1; M5 PAM: -4; M5 antag: 14; CRFBP-R2 block: -10; M4 antag: 4

Results for C=CCOC(=O)C1=C(C)OC(N)=C(C(=O)OCC)C12C(=O)N(CC(N)=O)c1ccccc12 (stereo not drawn) ?
CRFR2-BP ag: 0.2; CHRM4 agonist: 0; CHRM5 agonist: -3; CHRM4 PAM: -1; M5 PAM: -1; M5 antag: -3; IDE inh: 5; CRFBP-R2 block: -32; M4 antag: -5

What do the screens show for `Cc1ccc(Cn2c(C)c3cnn(CC(=O)N4CCC5(CC4)OCCO5)c(=O)c3c2C)cc1`?
CRFR2-BP ag: 0.4; CHRM4 agonist: 3; CHRM5 agonist: 0; CHRM4 PAM: -3; M5 PAM: -2; M5 antag: 3; IDE inh: 4; CRFBP-R2 block: 2; M4 antag: -4

Results for O=C1Nc2ccc(Br)cc2C(c2ccccc2Cl)=NC1O (stereo not drawn) ?
CRFR2-BP ag: 11; CHRM4 agonist: 2; CHRM5 agonist: 7; CHRM4 PAM: 1; M5 PAM: -3; M5 antag: 3; IDE inh: 5; CRFBP-R2 block: -10; M4 antag: -7

Results for COC(=O)C1=C(c2ccc(S(C)(=O)=O)cc2)C[C@@H]2CC[C@H]1N2C(=O)N1CCC(O)CC1 ?
CRFR2-BP ag: -0.1; CHRM4 agonist: 1; CHRM5 agonist: 8; CHRM4 PAM: 10; M5 PAM: 2; M5 antag: 6; IDE inh: 2; CRFBP-R2 block: 3; M4 antag: 9

What do the screens show for `O=C(N/N=C/c1c(O)n(Cc2ccccc2)c(=O)[nH]c1=O)c1ccccc1O`?
CRFR2-BP ag: 0.9; CHRM4 agonist: 0; CHRM5 agonist: 2; CHRM4 PAM: 1; M5 PAM: -3; M5 antag: 0; IDE inh: -2; CRFBP-R2 block: 16; M4 antag: 1

What do the screens show for `N=C1c2ccccc2CN1c1ccc(F)c([N+](=O)[O-])c1`?
CRFR2-BP ag: -1.1; CHRM4 agonist: 0; CHRM5 agonist: -4; CHRM4 PAM: 2; M5 PAM: 0; M5 antag: 11; IDE inh: -4; CRFBP-R2 block: 4; M4 antag: -2

Results for O=c1c2ccccc2nc(-c2ccc([N+](=O)[O-])cc2)n1-c1ccccc1 ?
CRFR2-BP ag: -2.9; CHRM4 agonist: 1; CHRM5 agonist: -2; CHRM4 PAM: 2; M5 PAM: -3; M5 antag: -1; IDE inh: -2; CRFBP-R2 block: 8; M4 antag: -1

How did COc1ccc(CCNCc2cc(OC)cc(OC)c2)cc1 do in these assays?
CRFR2-BP ag: -3.4; CHRM4 agonist: 4; CHRM5 agonist: -2; CHRM4 PAM: -1; M5 PAM: -2; M5 antag: 7; CRFBP-R2 block: -18; M4 antag: -3

Results for CC(C)CN(CC(C)C)c1ccc(C=C2C(=O)NC(=S)NC2=O)cc1[N+](=O)[O-] ?
CRFR2-BP ag: -0.8; CHRM4 agonist: -2; CHRM5 agonist: -6; CHRM4 PAM: -7; M5 PAM: -8; M5 antag: 1; IDE inh: -4; CRFBP-R2 block: -22; M4 antag: 6

What do the screens show for `CC(=O)N1Cc2cnnn2-c2ccccc2C1C#N` (stereo not drawn)?
CRFR2-BP ag: -0.4; CHRM4 agonist: -1; CHRM5 agonist: 0; CHRM4 PAM: -6; M5 PAM: -2; M5 antag: 4; CRFBP-R2 block: -6; M4 antag: 3

What do the screens show for `Cc1cc(OCC(=O)N2CCC(C(=O)O)CC2)c2c3c(c(=O)oc2c1)CCC3`?
CRFR2-BP ag: -0.3; CHRM4 agonist: 1; CHRM5 agonist: 2; CHRM4 PAM: -6; M5 PAM: 2; M5 antag: 1; IDE inh: 0; CRFBP-R2 block: -6; M4 antag: 4

Results for Cc1ccc(N2C(=O)NC(=O)/C(=C\c3cc(C)n(-c4sc5c(c4C#N)CCCC5)c3C)C2=O)cc1 ?
CRFR2-BP ag: 18; CHRM4 agonist: 2; CHRM5 agonist: -4; CHRM4 PAM: -3; M5 PAM: -8; M5 antag: 9; IDE inh: 1; CRFBP-R2 block: -96; M4 antag: 6

What do the screens show for `Oc1c(Br)cc(Br)cc1Br`?
CRFR2-BP ag: -0.8; CHRM4 agonist: 1; CHRM5 agonist: 1; CHRM4 PAM: -2; M5 PAM: 0; M5 antag: 0; IDE inh: -3; CRFBP-R2 block: 1; M4 antag: -3

What do the screens show for `O=c1[nH]c(=S)n(C2CC2)c(O)c1/C=N/Nc1cccc2ccccc12`?
CRFR2-BP ag: -1.6; CHRM4 agonist: 1; CHRM5 agonist: -1; CHRM4 PAM: -2; M5 PAM: 0; M5 antag: -3; IDE inh: -2; CRFBP-R2 block: -54; M4 antag: 11

What do the screens show for `COc1cccc(CCNCc2cccc(C(F)(F)F)c2)c1`?
CRFR2-BP ag: -2.2; CHRM4 agonist: 2; CHRM5 agonist: -2; CHRM4 PAM: 1; M5 PAM: 4; M5 antag: -3; IDE inh: 3; CRFBP-R2 block: -21; M4 antag: -2

What do the screens show for `O=C(c1ccc2c(c1)OCO2)C1CCCN(Cc2c(F)cccc2Cl)C1` (stereo not drawn)?
CRFR2-BP ag: 1.5; CHRM4 agonist: 2; CHRM5 agonist: -8; CHRM4 PAM: -14; M5 PAM: -1; M5 antag: -8; IDE inh: -6; CRFBP-R2 block: 3; M4 antag: 21

Results for NCCCC(=O)OC1N=C(c2ccccc2Cl)c2cc(Br)ccc2NC1=O (stereo not drawn) ?
CRFR2-BP ag: 1.1; CHRM4 agonist: 1; CHRM5 agonist: 2; CHRM4 PAM: 4; M5 PAM: -5; M5 antag: 6; IDE inh: -2; CRFBP-R2 block: -14; M4 antag: 1

How did CCCCN1C(=O)NC(=O)C2(Cc3cc(C)ccc3N(C)C2)C1=O (stereo not drawn) do in these assays?
CRFR2-BP ag: 1.5; CHRM4 agonist: 0; CHRM5 agonist: -3; CHRM4 PAM: -2; M5 PAM: -4; M5 antag: 13; IDE inh: -2; CRFBP-R2 block: 5; M4 antag: -10
